# High-throughput results deposited in PubChem by National Center for Advancing Translational Sciences (NCATS).
# Pol eta inh: inhibitors of human DNA polymerase eta. 390,000 compounds, 1.2% hits. recombinant Pol eta, fluorescent DNA replication assay. Potency, µM (titrated, usually from 114 µM), without a hit: top-dose activity change, negative = inhibition, hits mostly inhibitors. Q9Y253; note: potency is the fitted concentration of half-maximal effect; % is set by controls: 0 for no effect and ±100 for the full control effect
#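 Fluorescent replication assay: 50 nM final substrate added after a 15 min room-temperature compound preincubation with 10 nM enzyme. Signal taken at 0 min and again at 10 min.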
# Pol kappa inh: inhibitors of human DNA polymerase kappa | AID 588579 | 400,000 compounds, 0.53% hits | Potency, µM (titrated, usually from 107 µM), for the others: top-dose activity, negative = inhibition, usual class: inhibitors | purified Pol kappa, fluorescent DNA synthesis assay, 10 min | Q9UBT6; note: potency is the fitted concentration of half-maximal effect; % is set by controls: 0 for no effect and ±100 for the full control effect
#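 Enzyme at 10 nM met test compounds for 15 min at room temperature. Substrate addition (50 nM final) began the reaction, which was monitored by fluorescence at 0 and 10 min.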
# Pol iota inh: inhibitors of human DNA polymerase iota; Pol iota fluorescent replication assay, 10 min; 390,000 compounds, 1% hits; Q9UNA4; Potency, µM (top dose mostly 115 µM), for the others: at the highest dose activity, negative = inhibition, most hits filed as inhibitors; note: potency is the fitted concentration of half-maximal effect
#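 Pol iota at 10 nM preincubated 15 min with compounds at room temperature; reaction started with fluorescent substrate, 50 nM final. Fluorescence read kinetically at 0 and 10 min; buffer-only wells as negative control.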
# RXFP1 antagonist: blocks the human relaxin receptor RXFP1 | Q9HBX9 | HEK293-RXFP1, relaxin-stimulated cAMP HTRF, 30 min; active compounds read low | activity change, negative = inhibition, % at 57.5 µM | 350,000 compounds, 0.59% hits | AID 1259400;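 active = activity change of -60% or lower, but not beyond a set lower limit; inconclusive = change between -60% and -40%, or beyond the set limit; inactive = change above -40%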; note: % is set by controls: 0 for no effect and ±100 for the full control effect
# Target sequence (Q9HBX9 whole entry, looked up): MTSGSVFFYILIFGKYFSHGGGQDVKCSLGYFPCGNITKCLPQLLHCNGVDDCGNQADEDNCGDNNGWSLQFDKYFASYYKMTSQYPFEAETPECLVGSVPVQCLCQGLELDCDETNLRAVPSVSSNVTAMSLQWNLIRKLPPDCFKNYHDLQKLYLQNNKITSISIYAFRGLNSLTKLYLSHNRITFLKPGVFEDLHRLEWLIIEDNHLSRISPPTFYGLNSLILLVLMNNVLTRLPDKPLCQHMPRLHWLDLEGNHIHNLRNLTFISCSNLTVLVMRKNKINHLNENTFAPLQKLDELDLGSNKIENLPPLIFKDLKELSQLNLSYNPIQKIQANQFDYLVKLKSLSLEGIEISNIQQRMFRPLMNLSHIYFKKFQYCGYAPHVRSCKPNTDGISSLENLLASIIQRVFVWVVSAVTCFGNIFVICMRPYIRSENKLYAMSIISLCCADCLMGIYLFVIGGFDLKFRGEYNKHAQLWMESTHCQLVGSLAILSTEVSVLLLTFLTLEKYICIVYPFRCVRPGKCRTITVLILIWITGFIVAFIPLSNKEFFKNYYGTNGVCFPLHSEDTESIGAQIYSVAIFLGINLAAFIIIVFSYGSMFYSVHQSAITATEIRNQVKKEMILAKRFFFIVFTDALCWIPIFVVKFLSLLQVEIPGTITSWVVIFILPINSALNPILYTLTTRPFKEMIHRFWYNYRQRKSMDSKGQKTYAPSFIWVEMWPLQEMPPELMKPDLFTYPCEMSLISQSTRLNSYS
# Pol beta inh: blocks human DNA polymerase beta activity. Pol beta primer extension/strand displacement, fluorescence kinetic. Potency, µM (doses to about 114 µM), inactives show top-dose activity change, negative = inhibition, hits mostly inhibitors. AID 485314. 340,000 compounds, 1.3% hits; note: potency is the fitted concentration of half-maximal effect; % is set by controls: 0 for no effect and ±100 for the full control effect
#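 10 nM enzyme + cpd, 15 min RT; start with substrate 50 nM final; read 0 min and after 10 min RT. Corrected, normalized data; 4-parameter Hill curve fit.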
# BLM inh: inhibitors of human Bloom syndrome helicase BLM | P54132 | recombinant BLM DNA unwinding, fluorescence dequenching | Potency, µM (highest dose often 56.1 µM), for inactives: top-dose activity change, negative = inhibition, hits mostly inhibitors | 350,000 compounds, 0.2% hits;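 note: potency is the fitted concentration of half-maximal effect; plate controls were vehicle for no effect and no enzyme for full effect; nearly all actives have a fitted effect of over 35% in size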
# Apoferritin bind: candidate novel general anesthetic via apoferritin binding; P02791; apoferritin/1-aminoanthracene competitive binding, fluorescence; Potency, µM (titrated, usually from 77.5 µM), for inactives: top-dose activity change, negative = displacement, actives largely listed as inhibitors; 350,000 compounds, 0.074% hits; AID 485281; note: potency is the fitted concentration of half-maximal effect; % is set by controls: 0 for no effect and ±100 for the full control effect; nearly all actives have a fitted effect of over 20% in size
# Target sequence (P02791 2-175 limits assumed): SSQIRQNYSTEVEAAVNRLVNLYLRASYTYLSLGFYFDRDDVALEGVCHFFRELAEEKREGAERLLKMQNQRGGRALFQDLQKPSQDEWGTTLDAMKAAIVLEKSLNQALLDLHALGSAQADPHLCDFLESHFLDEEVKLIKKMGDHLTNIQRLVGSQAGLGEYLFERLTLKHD
#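 In PBS, apoferritin at 10 uM is loaded with 1-AMA from a 50% saturated solution. After 10 min of compound exposure at ambient temperature, reduced 535 nm fluorescence indicates probe displacement.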
# APEX1 inh: APE1 (human) endonuclease inhibition; P27695; recombinant APE1, TAMRA/BHQ-2 abasic DNA cleavage fluorescence; Potency, µM (series often up to 65.8 µM), for the others: at the highest dose activity change, negative = inhibition, hits mostly inhibitors; 350,000 compounds, 0.35% hits; AID 2517;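 note: potency is the fitted concentration of half-maximal effect; plate controls were vehicle for no effect and reference inhibitor for full effect; nearly all actives have a fitted effect of over 55% in size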
#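 Readout is kinetic fluorescence (ex 525, em 598 nm) from cleavage of 50 nM TAMRA/BHQ-2 THF abasic duplex by 0.75 nM APE1, compound added 15 min beforehand at RT.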
# PGK inhibitor: T. brucei PGK inhibition; PGK/GAPDH coupled, Kinase-Glo luminescence, 60 min; 380,000 compounds, 0.043% hits; Potency, µM (highest dose often 57.5 µM), without a hit: top-dose activity change, negative = inhibition, actives largely listed as inhibitors; P07378; note: potency is the fitted concentration of half-maximal effect; % is set by controls: 0 for no effect and ±100 for the full control effect; nearly all actives have a fitted effect of over 60% in size
#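 Luminescent ATP detection (Kinase-Glo Plus) follows a 60-minute room-temperature incubation, with wells lacking PGK as controls. Buffer: 100 mM TEA (pH 7.6), 5 mM MgCl2, 0.01% Tween-20. Coupling enzyme GAPDH (100 nM final) supplies unstable 1,3-BPG in-well.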
# Active calls of the source: *; i = inactive; u = inconclusive; x = not tested or not shown; [ ] = dose if it differs, or a comment. Unless noted, calls come from the whole dose curve; as a rule, active = well fitted curve in the direction sought with a large enough effect; inconclusive = small, poorly fitted or top-dose-only effect, or another doubt; inactive = no such curve, though single readings can be large; an effect the other way counts as inactive or inconclusive.
SMILES	Pol eta inh	Pol kappa inh	Pol iota inh	RXFP1 antagonist	Pol beta inh	BLM inh	Apoferritin bind	APEX1 inh	PGK inhibitor
CCOC(=O)c1cccc(NS(=O)(=O)c2c(C)nc3sc(C)cn3c2=O)c1	-3%	u	39%[activator]	-33	10%	-7%	0%	x	i
Cc1ccc(C)c(NS(=O)(=O)c2ccc(OCC(=O)N3CCOCC3)cc2)c1	-12%	-17%	-13%	-9	16%	2%	6%	-3%	-4%
Cc1ccc(C(=O)O)cc1NC(=O)C1=CSCCO1	-5%	3%	0%	-110*	-12%	2%	-9%	47%[activator]	-5%
COc1cccc(C(=O)N2CCC(C(=O)NCc3ccc(C)cc3)CC2)c1	-4%	-11%	22%	-26	13%	-3%	9%	3%	4%
CCOc1ccccc1N(C(=O)c1ccco1)C(C(=O)NC1CCCC1)c1cccs1 (stereo not given)	-11%	-4%	8%	-9	7%	-5%	-15%	49%[activator]	-1%
Cc1ccc(-n2nnnc2C(Cl)(Cl)c2nnnn2-c2ccc(C)cc2)cc1	-2%	-9%	u	-22	10%	0%	-13%	-1%	x
Cc1cc(-c2csc(N)n2)c(C)n1CCc1ccccc1	-11%	-8%	u	-25	0%	-7%	u	-3%	-5%
CCn1c(-c2cc(-c3ccccc3OC)nc3ccccc23)n[nH]c1=S	-21%	-3%	63%	-15	-9%	-5%	-15%	3%	-5%
O=[N+]([O-])c1nn(-c2cccc(Cl)c2)n(O)c1=NCc1cccnc1	-7%	-22%	8%	6	-1%	-1%	-9%	-3%	-1%
CCN(CCNCC(O)COCc1ccc(Cl)cc1)c1cccc(C)c1 (stereo not given)	-21%	-2%	83%[activator]	-70*	29%	1%	-17%	3%	17%
CCOc1ccc(NC(=O)c2cc(=O)c3ccc(C)c(C)c3o2)cc1	-18%	0%	19%	-3	0%	-7%	-8%	x	-6%
CC(Oc1ccccc1)C(=O)Nc1ccc(C(=O)OCc2cc(=O)n3ccsc3n2)cc1 (stereo not given)	-13%	-6%[60.1 µM]	-12%	-34	0%	-4%	6%	x	i
Cc1ccc(C(=O)NCc2ccco2)cc1S(=O)(=O)Nc1cccc(C)c1C	-17%	2%	-11%	13	u	-11%	-20%	u	u
CC(C)CN(CC(C)C)C(=O)CC(=O)NC(=O)c1ccc(Cl)cc1	-3%	-4%	0%	-7	1%	-2%	u	0%	8%
COc1ccc(C2CC(c3ccc(Cl)cc3Cl)n3nc(N)nc3N2)cc1 (stereo not given)	-18%	-2%	20%	x	-2%	4%	-7%	3%	4%
CCOC(=O)C1=C(c2ccccc2)O/C(=C(/C(=O)OC)C(F)(F)F)S1	-15%	-3%	-9%	-13	1%	-2%	-17%	u	x
CC(C)c1ccc(C(=O)NNC(=O)c2ccncc2)cc1	-8%	4%	1%	6	-17%	0%	4%	3%	-6%
O=C(NCCCN1CCOCC1)C(=O)NCCc1ccccc1	6%	-13%	83%[activator]	-8	8%	-9%	-5%	0%	4%
CCCC(=O)Nc1ccc2c(c1)nc1n2CCSC1	-7%	6%	0%	-10	25%	-4%	-2%	4%	-9%
Cc1c(C(=O)N2CCOCC2)cc(C(C)(C)C)n1-c1ccccc1	3%	-11%	43%[activator]	0	2%	-2%	-9%	-2%	8%

# Ordered by count of non-hydrogen atoms (highest first): nine of the compounds above.
SMILES	Pol eta inh	Pol kappa inh	Pol iota inh	RXFP1 antagonist	Pol beta inh	BLM inh	Apoferritin bind	APEX1 inh	PGK inhibitor
CC(Oc1ccccc1)C(=O)Nc1ccc(C(=O)OCc2cc(=O)n3ccsc3n2)cc1 (stereo not given)	-13%	-6%[60.1 µM]	-12%	-34	0%	-4%	6%	x	i
Cc1ccc(C)c(NS(=O)(=O)c2ccc(OCC(=O)N3CCOCC3)cc2)c1	-12%	-17%	-13%	-9	16%	2%	6%	-3%	-4%
COc1cccc(C(=O)N2CCC(C(=O)NCc3ccc(C)cc3)CC2)c1	-4%	-11%	22%	-26	13%	-3%	9%	3%	4%
COc1ccc(C2CC(c3ccc(Cl)cc3Cl)n3nc(N)nc3N2)cc1 (stereo not given)	-18%	-2%	20%	x	-2%	4%	-7%	3%	4%
CCOC(=O)C1=C(c2ccccc2)O/C(=C(/C(=O)OC)C(F)(F)F)S1	-15%	-3%	-9%	-13	1%	-2%	-17%	u	x
Cc1c(C(=O)N2CCOCC2)cc(C(C)(C)C)n1-c1ccccc1	3%	-11%	43%[activator]	0	2%	-2%	-9%	-2%	8%
O=C(NCCCN1CCOCC1)C(=O)NCCc1ccccc1	6%	-13%	83%[activator]	-8	8%	-9%	-5%	0%	4%
CC(C)c1ccc(C(=O)NNC(=O)c2ccncc2)cc1	-8%	4%	1%	6	-17%	0%	4%	3%	-6%
Cc1ccc(C(=O)O)cc1NC(=O)C1=CSCCO1	-5%	3%	0%	-110*	-12%	2%	-9%	47%[activator]	-5%

# The listing picks up, repeating the two entries before the break.
SMILES	Pol eta inh	Pol kappa inh	Pol iota inh	RXFP1 antagonist	Pol beta inh	BLM inh	Apoferritin bind	APEX1 inh	PGK inhibitor
CCCC(=O)Nc1ccc2c(c1)nc1n2CCSC1	-7%	6%	0%	-10	25%	-4%	-2%	4%	-9%
Cc1c(C(=O)N2CCOCC2)cc(C(C)(C)C)n1-c1ccccc1	3%	-11%	43%[activator]	0	2%	-2%	-9%	-2%	8%
CCOC(=O)N1CCC(N(CCN(C)C)C(=S)Nc2cccc(OC)c2)CC1	-15%	-6%	14%	5	1%	-2%	-6%	22%	2%
COc1ccc(C(CNC(=O)CNC(=O)c2cccc(C)c2)N2CCCCC2)cc1 (stereo not given)	-17%	-10%	-4%	-6	x	x	x	x	-6%
Cc1ccc(NS(=O)(=O)c2csc(C(N)=O)c2)c(C)c1	0%	2%	3%	6	26%	-5%	7%	16%	x
COc1ccc(/C=N/NC(=O)CN(c2ccc(OC)cc2)S(=O)(=O)c2ccccc2)cc1	-9%	-4%	-16%	-6	-14%	-8%	-3%	u	x
Cc1sc(NC(=O)c2ccco2)c(CN2CCC(C)CC2)c1C	3%	-7%	11%	-9	12%	-7%	4%	1%	0%
CCOC(=O)N1CCN(Cc2ccc3c(c2)OCO3)CC1	4%	-5%	110%[activator]	4	38%	-1%	-1%	-2%	7%
O=C(NCCCN=C1NS(=O)(=O)c2ccccc21)c1ccc(S(=O)(=O)N2CCOCC2)cc1	-5%	-6%	22%	19	u	2%	-7%	12%	5%
CC(C)c1nc2ccc(C(=O)O)cc2[nH]1	-2%	-14%	98%	-18	8%	1%	1%	-5%	-5%
CC(C)NC(=O)C1CCN(C(=O)c2ccc(-c3ccccc3)cc2)CC1	-11%	1%	-2%	-12	47%[activator]	-1%	-6%	0%	-2%
Cc1cc(C)c(NC(=O)CCN2C(=O)c3ccccc3S2(=O)=O)c(C)c1	-18%	7%	19%	8	x	x	x	46%[activator]	i
CCOc1ccc(NC(=O)CCC(=O)NNC(=O)c2ccc(Br)o2)cc1	2%	5%	35%[activator]	5	46%	-3%	-3%	6%	-5%
Cc1ccc(S(=O)(=O)N2CCN(C(=O)c3c(C)nn(-c4ccccc4)c3Cl)CC2)cc1	-6%	-4%	-46%	-5	23%	-16%	-9%	18%	-10%
Cc1ccc(C(=O)NCCc2ccccn2)cc1S(=O)(=O)N1CCOCC1	-9%	-7%	20%	-10	-18%	0%	-3%	6%	5%
O=C(Nc1ccccc1N1CCCC1)C1CCN(C(=O)c2ccc(Cl)cc2)CC1	-1%	-22%	17%	u	x	x	x	14%	0%
C=CCn1c(Cc2ccc(OCC)cc2)nnc1SCC(N)=O	-8%	11%	9%	-9	27%	-9%	3%	13%	i
Cc1cccc(OCc2nnc(SCC(=O)NC3CCCCC3)n2C)c1	-15%	0%	12%	-28	42%	2%	1%	-17%	-2%
Cc1nn(-c2ccccc2)c(C)c1NC(=O)COC(=O)CCCOc1ccccc1	-21%	-11%	29%	-3	x	x	x	2%	-4%
CCCOC(=O)c1ccc(NC(=O)Oc2ccccc2)cc1	10%	-3%	9%	9	5%	3%	-14%	u	x
CN(C)c1ccc(C=C2C(=O)OC(C)(C)OC2=O)cc1	-2%	0%	50%[activator]	8	-4%	-3%	-22%	5%	10%
COc1ccc(C(=O)/C=C/C(=O)N(CC(=O)NC2CCCCC2)Cc2ccccc2)c(O)c1	-7%	-6%	-14%	-64*	22%	-5%	-13%	16%	-7%
CCCc1nc2ccccc2c2nc(N)nn12	8%	7%	u	-8	1%	4%	-6%	u	x
COc1cc(Nc2cc(C)nc3nc(C)nn23)cc(OC)c1OC	-13%	12%	20%	-20	17%	4%	9%	6%	i
CC(C(=O)O)n1c(C(F)(F)F)nc2ccccc21 (stereo not given)	-14%	4%	1%	-7	-2%	-2%	-3%	1%	-8%
COc1ccc(-c2cnc3ncnn3c2N)cc1	-9%	6%	45%[activator]	2	11%	-3%	-3%	5%	i
CCOC(=O)c1cccc(NC(=O)c2c(NCc3ccccc3)[nH]c(=O)[nH]c2=O)c1	0%	-7%	-22%	x	x	x	x	x	2%
O=C(NCc1cccnc1)/C(=C/c1ccc(-c2cccc(C(F)(F)F)c2)o1)NC(=O)c1ccccc1	-20%	-22%	1%	-3	u	-12%	0%	-7%	-8%
O=C(c1ccccc1F)N1CCN(c2ccc([N+](=O)[O-])c3cccnc23)CC1	-23%	-4%	134%[activator]	-10	-17%	-6%	-11%	-8%	-11%
COc1ccc(S(=O)(=O)N2CCCCCC2)cc1NC(=O)CN1C(=O)CNC1=O	-22%	-17%	63%[activator]	-14	x	x	x	-9%	-5%
Cc1ccc(NC(=O)c2ccco2)c(OCc2cc(=O)n3cc(C)sc3n2)c1	14%	-1%[60.1 µM]	-3%	5	84%	-1%	-13%	x	-1%
COc1cccc(CN2C(=O)C(C)N(C(=O)c3ccccc3)c3ccccc32)c1 (stereo not given)	-11%	-9%	-22%	-5	11%	-9%	-12%	11%	-2%

# Not all compounds are listed, so the mix of outcomes need not match the whole.
